Screens deposited in PubChem BioAssay by The Scripps Research Institute Molecular Screening Center.
OXTR potentiator: human OXTR potentiators, primary screen, fluorescence, CHO-OTR cells, Fluo-8 calcium. Oxytocin receptor (Homo sapiens), P30559. Fluo-8 calcium fluorescence, potentiator mode; 0% = oxytocin EC15, 100% = EC100. activation, % at 3 µM. 320,000 tested, 0.061% active;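 active = activation above that plate's cutoff, the mean activation of tested compounds plus 3 SD, cut at about 6.6% in these data, passing the limit was not always enough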;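 note: 100% uses oxytocin at 75 nM as the full agonist control; some results filed as inactive read as strong as hits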
Target sequence (P30559 whole entry, looked up): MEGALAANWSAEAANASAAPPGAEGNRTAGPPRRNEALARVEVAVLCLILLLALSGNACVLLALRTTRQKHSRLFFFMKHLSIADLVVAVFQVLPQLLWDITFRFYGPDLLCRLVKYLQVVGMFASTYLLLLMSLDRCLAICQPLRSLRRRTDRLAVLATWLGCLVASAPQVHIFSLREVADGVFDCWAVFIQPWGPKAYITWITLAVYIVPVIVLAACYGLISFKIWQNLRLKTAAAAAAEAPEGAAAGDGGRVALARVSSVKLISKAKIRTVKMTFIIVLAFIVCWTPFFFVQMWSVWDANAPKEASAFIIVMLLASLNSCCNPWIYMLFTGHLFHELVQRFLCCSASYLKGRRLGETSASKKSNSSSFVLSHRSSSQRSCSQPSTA
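Assay system: CHO cell line stably expressing human OTR | Also added: Oxytocin at about EC15, sub-maximal agonist stimulus | Times: Compound 6 min at room temperature before oxytocin, 100 s read | Measured by: Fluo-8 intracellular calcium fluorescence, ex 470-495, em 515-575 nm | Controls: EC15 oxytocin alone as 0%, 75 nM oxytocin as 100%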
OXTR agonist: human OXTR agonists, primary screen, fluorescence, CHO-OTR cells, Fluo-8 calcium | Oxytocin receptor (Homo sapiens), P30559 | Fluo-8 calcium fluorescence; normalized: DMSO 0%, oxytocin 100% | activation, % at 3 µM | 320,000 tested, 0.32% active;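 active = activation above the mean of all tested compounds plus 3 SD, cutoff set per screening run, cut at about 20% in these data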;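 note: peak over basal fluorescence ratio from a 100 s FLIPR kinetic read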
V1R ag counter: agonists of human V1a receptor, primary screen, counter-screen for OXTR agonist project, fluorescence, CHO-V1R cells. 320,000 tested, 0.25% active. Vasopressin V1a receptor (Homo sapiens), P37288. Fluo-8 calcium fluorescence, agonist mode; 0% DMSO, 100% 3 nM vasopressin. activation, % at 3 µM;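 active = activation above the mean activation of all tested compounds plus 3 SD, per screening run, cut at about 20% in these data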;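 note: signal is peak over basal fluorescence ratio across a 100 second FLIPR read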
M1 ag: human M1 muscarinic receptor agonists, primary screen, Fluo-8 calcium fluorescence, CHO-K1 cells, HTS; Muscarinic acetylcholine receptor M1 (Homo sapiens), P11229; 360,000 tested, 0.33% active; CHO-K1 hM1, agonist mode; 0% DMSO, 100% acetylcholine EC100; activation, % at 3 µM;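 active = activation above the run's mean compound activation plus 3 SD, cut at about 16% in these data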;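 note: peak over basal fluorescence ratio within a 140 s kinetic read after compound addition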
CHRM1 PAM: human M1 muscarinic receptor positive allosteric modulators, primary screen, CHO-K1 cells, Fluo-8 calcium fluorescence, 1536-well; Muscarinic acetylcholine receptor M1 (Homo sapiens), P11229; CHO-K1 hM1, ACh EC20; 0% = ACh EC20, 100% = maximal ACh; activation, % at 3 µM; 360,000 tested, 0.088% active; in the data active = activation above about 19%, passing the limit was not always enough
CHRM1 antagonist: human M1 muscarinic receptor antagonists, primary screen, CHO-K1 cells, Fluo-8 calcium fluorescence, 1536-well; inhibition, % at 3 µM; 360,000 tested, 1.3% active; CHO-K1 hM1, ACh EC80 antagonist; AID 588852, 2011;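 active = percent inhibition above its own plate's cutoff, namely the mean of that plate's compound wells plus 3 SD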;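 note: peak over basal fluorescence ratio during 140 s after agonist addition; 0% = ACh EC80 plus DMSO and 100% = DMSO alone without agonist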
TAAR1 antagonist: human TAAR1 antagonists, primary screen, Fluo-8 calcium fluorescence, CHO RD-HGA16 cells; 360,000 tested, 1.5% active; AID 624466, 2012; Trace amine-associated receptor 1 (Homo sapiens), Q96RJ0; antagonist; inhibition, % at 3 µM;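 active = inhibition above a per-plate cutoff, the mean inhibition of test compounds on that plate plus 3 SD, cut at about 49% in these data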;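 note: 0% = DMSO plus EC80 beta-PEA response and 100% = DMSO alone without agonist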
Target sequence (Q96RJ0 whole entry, looked up): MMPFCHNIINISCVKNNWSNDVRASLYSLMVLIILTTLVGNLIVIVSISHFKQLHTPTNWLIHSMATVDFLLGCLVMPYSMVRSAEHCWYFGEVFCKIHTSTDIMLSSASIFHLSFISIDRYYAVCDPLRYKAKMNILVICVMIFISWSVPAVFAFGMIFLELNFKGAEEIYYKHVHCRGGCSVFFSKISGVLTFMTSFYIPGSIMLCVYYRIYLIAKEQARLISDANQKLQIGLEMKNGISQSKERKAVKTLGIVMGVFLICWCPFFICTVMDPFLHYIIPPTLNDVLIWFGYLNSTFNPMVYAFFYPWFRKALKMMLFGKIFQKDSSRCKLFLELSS
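Assay system: CHO-derived RD-HGA16 cells stably expressing human TAAR1 plus Gα16. Timing: 140 s kinetic read after compound, 140 s after agonist. Technique: kinetic Fluo-8 calcium fluorescence measurement. Measure: % inhibition of agonist calcium response.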
CHO parental Ca: ATP-evoked calcium signal inhibitors, parental CHO, primary screen, counter-screen for OX1R antagonist project, cell-based, fluorescence, Fluo-8 calcium dye; parental CHO-K1, ATP-induced calcium, Fluo-8 fluorescence; inhibition, % at 5.6 µM; 330,000 tested, 0.63% active; AID 463079, 2010;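 active = inhibition above that plate's mean sample inhibition plus 3 SD, cut at about 26% in these data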;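 note: 0% = ATP-challenged DMSO wells and 100% = DMSO wells without ATP; some compounds past the cut are filed as inactive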
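Test system: untransfected parental CHO cell line; also added: ATP stimulus; dosing: 5.6 µM, single dose; signal: calcium-sensitive Fluo-8 fluorescence; measure: percent inhibition of ATP-evoked calcium rise, normalized to controls; benchmarks: low control ATP plus DMSO, high control DMSO only; replication: one well per compound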
TAAR1 ag: human TAAR1 agonists, primary screen, Fluo-8 calcium fluorescence, CHO RD-HGA16 cells. 360,000 tested, 0.99% active. activation, % at 3 µM. vehicle wells 0%, saturating PEA agonist 100%. AID 624467, 2012. Trace amine-associated receptor 1 (Homo sapiens), Q96RJ0;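 active = activation above the mean activation of all test compounds in the run plus 3 SD, cut at about 38% in these data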
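Test system: RD-HGA16 (CHO) cells co-expressing Gα16 and hTAAR1 | Doses: Single dose, 3 µM | Schedule: 17-24 h seeding, 75 min 37 °C dye, 30 min RT | Evaluation: % activation from peak over basal fluorescence ratio, DMSO-to-PEA scaled | Technique: Kinetic Fluo-8 calcium fluorescence | Benchmarks: Low control DMSO, high control PEA (EC100)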
An asterisk follows results filed as active; . = not tested or not shown. This is a random part of the collection (roughly 3.7% active in at least one column).

Compound	OXTR potentiator	OXTR agonist	V1R ag counter	M1 ag	CHRM1 PAM	CHRM1 antagonist	TAAR1 antagonist	CHO parental Ca	TAAR1 ag
O=C(Nc1ccccc1C(F)(F)F)c1c(F)cccc1Cl	-3.5	-0.2	0.5	-9.2	8.0	-10.9	-7.2	-6.2	3.4
NS(=O)(=O)c1cccc(NC(=O)CSc2nnc(NC3CC3)s2)c1	.	.	.	-2.3	-0.4	2.9	0.9	.	4.8
CN(C)C(CNC(=O)c1cccc(S(=O)(=O)Nc2ccc(SC(F)F)cc2)c1)c1ccccc1 (stereo not drawn)	.	.	.	-0.9	-13.4	30.8	14.2	.	20.3
Cc1ccc(NC(=S)c2ccc(N(C)C)cc2)cc1	-8.0	-2.8	0.3	-6.9	6.6	-11.5	-17.1	0.2	1.1
COc1ccccc1OCCC(=O)OCC(=O)Nc1ccc2c(c1)OCCO2	1.1	2.3	3.7	1.7	1.3	-8.7	13.6	-18.7	1.2
CC(CNC(=O)c1ccc(OC2CCN(Cc3ccccn3)CC2)cc1)Oc1cccnc1 (stereo not drawn)	1.3	1.3	-0.1	-5.9	11.7	-17.5	-13.2	-7.5	0.3
COC(=O)c1ccc(C23CC4(C2)[C@H](CN(C)[C@@H]4c2ccccc2)C3c2ccccc2)cc1 (stereo partly drawn)	-0.3	-0.5	-0.1	-12.4	-24.0	28.3	1.1	-23.4	7.5
Cc1c(CCOC(=O)C23CC4CC(CC(C4)C2)C3)sc[n+]1Cc1ccccc1	0.0	0.4	0.3	-12.5	-25.7	64.3*	6.8	-12.3	-0.6
COc1ccc(NC(=O)C(c2cc3c(cc2[N+](=O)[O-])OCO3)N2CCN(C=O)CC2)cc1 (stereo not drawn)	-16.9	-0.5	0.8	-1.8	-1.7	1.4	-6.5	-4.5	-0.8
Cc1ccc(F)cc1NC(=O)c1ccc(NS(=O)(=O)c2ccc(Br)s2)cc1	-9.9	-1.3	6.9	-0.8	-3.4	-2.3	-6.4	5.7	-0.8
O=C(CCc1ccccc1)NCCS(=O)(=O)N1CCN(c2ccccc2)CC1	0.3	0.1	2.3	-2.8	1.5	-4.8	-2.6	-6.1	1.0
CCN(CC)C(=O)CN1CCC(n2c(C)nc3cc(C(F)(F)F)ccc32)CC1	-10.4	1.8	5.0	-1.8	11.9	-15.6	-2.3	-18.6	5.0
CCOc1ccc(N(CC(=O)NC2CCCC2)S(=O)(=O)c2ccccc2)cc1	-2.1	-1.8	-0.6	-3.8	4.1	-10.7	-15.3	-22.1	-1.7
Cc1ccc(S(=O)(=O)NCCC(=O)NC(C)CCc2ccccc2)cc1 (stereo not drawn)	-7.2	-1.8	-1.4	-0.9	4.2	-18.3	-13.2	4.1	-1.1
CCOC(=O)c1[nH]c2ccccc2c1NC(=O)CCN1CCN(C(=O)OCC)CC1	-3.7	-1.1	-0.6	-2.5	-3.2	-4.7	-12.1	-9.6	0.9
CN(CC(=O)NC(=O)NCc1ccccc1)CC(=O)Nc1ccc(Cl)c(Cl)c1	-12.4	11.8	7.5	0.2	0.6	5.2	-11.7	5.7	7.8
CCN(CC)CCn1c2c(c(SCC(=O)NCc3ccccc3)nc1=O)CCC2	6.5	-0.1	1.6	-8.4	2.6	0.6	-15.6	-15.7	0.4
Cc1cc(NC(=O)COC(=O)c2cc([N+](=O)[O-])ccc2N2CCOCC2)ccc1Br	-12.3	-1.7	-1.6	-4.7	-1.6	9.5	13.0	6.5	1.7
CCOCCCNCc1ccc(OC)cc1	3.8	2.0	0.1	-4.4	0.5	11.2	8.1	12.8	1.8
Cc1ccc2[nH]c3c(c2c1)CN(C(=O)CN1CCCc2ccccc21)CC3	-12.4	0.3	2.1	-3.4	-6.1	13.7	-0.2	1.0	7.9
COC(=O)CN(C(=S)Nc1ccccc1)C1CC(=O)N(c2ccc(OC)cc2)C1=O (stereo not drawn)	-6.7	2.5	3.8	1.5	7.6	-7.6	.	-12.0	.
Cc1cccc(OCc2nnc(-c3ccc(F)cc3)o2)c1	-7.4	-1.4	-0.6	-3.0	1.5	-5.6	-7.8	-5.4	17.5
Clc1ccc(OCCn2c(-c3ccco3)nc3ccccc32)cc1	2.3	-1.0	-1.1	-2.0	14.1	-8.9	31.8	-32.7	22.4
CN(c1ccccc1)S(=O)(=O)c1cccc(C(=O)NCCc2ccc(O)c(O)c2)c1	-12.4	0.1	-0.6	-4.1	-7.7	16.2	13.6	-1.1	6.5
COc1cc(NC(=O)CCCOc2ccc(Cl)cc2Cl)c(C(=O)O)cc1OC	-12.7	-0.9	-0.5	-2.0	-3.8	14.0	-17.3	-8.7	-1.8
CC(C)(C)Nc1c(C2CCNCC2)nc2c(OCc3ccccc3)cccn12	.	.	.	-6.7	-2.7	-18.9	-7.6	.	0.8
Cc1cc(N2CCOCC2)nc2ccc(NC(=S)N3CCN(Cc4ccccc4)CC3)cc12	-13.4	2.0	2.1	-9.1	-2.5	3.4	-0.5	-11.2	7.4
CCN(CC)C(=O)C1=C(C)N(CCCOC)C(=O)C(CC(=O)NCC2CCCCC2)C1 (stereo not drawn)	.	.	.	0.3	1.8	-1.4	-24.5	.	6.0
CCCc1cc(=O)[nH]c(SCc2nc3ccc([N+](=O)[O-])cc3[nH]2)n1	0.8	-1.4	-1.3	-5.8	14.9	-12.9	-9.8	-12.7	2.9
Cc1ccsc1/C=N/n1cnnc1	-1.5	1.9	0.3	-3.2	1.6	-1.5	-11.7	0.4	1.5
COC(=O)c1scc(C)c1NC(=O)CC1NCCNC1=O (stereo not drawn)	-0.8	0.3	-0.1	-2.4	-3.1	0.8	-0.4	-0.8	9.5
c1ccc(COc2ccc(-c3csnn3)cc2)cc1	-7.8	-0.4	0.1	-1.3	3.4	-3.9	.	27.6	.
O=C1CN(C(=O)CSc2ccc(-c3ccc(F)cc3)nn2)c2ccccc2N1	-12.6	1.3	3.3	-3.1	9.4	-19.0	8.6	-2.0	-2.7
O=C1C=C(c2ccccc2)CCC1	-1.4	1.1	1.3	-3.4	7.0	6.3	-0.5	-3.0	2.1
CC1Sc2ccc(C(=O)Nc3ncccc3O)cc2NC1=O (stereo not drawn)	2.4	0.7	0.4	-1.3	8.4	-3.2	10.8	-8.0	0.8
Cc1ccc2cc(CCNC(=O)CC(C)C)c(=O)[nH]c2c1	-10.2	-0.8	0.7	-3.1	5.2	-5.0	-16.4	9.7	0.3
CCC(Oc1ccccc1)C(=O)Nc1ccccc1C(=O)N1CCCCC1 (stereo not drawn)	-11.2	0.3	0.5	-0.7	-1.5	6.7	40.6	-11.8	8.1
CC1=NN(c2ccccc2)C(=O)/C1=C/c1ccc[nH]1	1.0	-3.3	-1.8	-8.6	5.4	-8.8	-6.8	-17.2	-1.5
CC(=O)NN=C1CCC(c2ccccc2)CC1 (stereo not drawn)	-4.4	-0.7	-0.5	-4.0	-2.6	8.9	-12.2	-18.6	0.7
CCSc1ccccc1C(=O)N=C1NC(=O)CC2C(=O)NCCN12 (stereo not drawn)	-26.5	0.7	-0.4	-0.5	10.3	-6.3	16.0	5.3	5.3
C/C=C\C=C/C(=O)Nc1cccc(C2=NOC3(C2)C[C@H](C(N)=O)N(C(=O)c2ccc(OC)cc2)C3)c1 (stereo partly drawn)	1.2	-1.2	-0.1	-1.1	8.2	-11.6	1.4	-6.0	0.5
CCOC(=O)[C@H]1[C@H]2COc3ccc(C)cc3[C@@H]2N2C(=O)CN(CC3CCCO3)C(=O)[C@@]12C (stereo partly drawn)	2.1	0.7	0.5	-0.3	4.2	-10.2	-9.3	-14.2	1.7
COC(=O)Nc1ccc(S(=O)(=O)N2CCC(C(=O)N3CCCC(C)C3)CC2)cc1 (stereo not drawn)	-13.4	0.9	1.5	-4.4	6.8	-6.5	4.2	-11.0	7.6
CCC1CN(C(=O)N2CCC(C(=O)NCc3ccco3)CC2)c2ccccc2O1 (stereo not drawn)	-5.7	3.9	4.9	0.6	-0.2	-5.0	37.7	-20.6	6.6
CCN1CCN(c2nc3c(c(=O)n(C)c(=O)n3C)n2Cc2cccc3ccccc23)CC1	-2.3	-0.2	0.2	-15.5	-4.2	3.0	-3.3	-14.5	18.5
COc1cc(NC(=O)[C@H]2CCCN2S(=O)(=O)c2cccc3cccnc23)cc(OC)c1OC	-6.1	0.0	-0.6	-4.3	6.5	-7.8	-4.9	-18.6	5.4
O=C1c2ccccc2C(=O)N1c1ccc(S(=O)(=O)N2CCN(c3ccccc3)CC2)cc1	-5.5	0.4	0.2	-2.5	5.2	-8.5	6.0	4.3	4.0
O=S(=O)(NCC1CCCO1)c1ccc2oc3ccc(S(=O)(=O)NCC4CCCO4)cc3c2c1 (stereo not drawn)	-3.3	0.7	0.4	-5.9	-7.9	5.4	-8.8	-17.8	10.5
COc1cc(C(=O)Nc2cc(-c3nc4cc(C)ccc4o3)ccc2C)cc(OC)c1OC	-1.5	-0.8	0.7	-3.9	6.6	-0.1	9.4	-7.8	10.2

Profiles as entered above.
O=C1C=C(c2ccccc2)CCC1 in the list: OXTR potentiator = -1.4; OXTR agonist = 1.1; V1R ag counter = 1.3; M1 ag = -3.4; CHRM1 PAM = 7.0; CHRM1 antagonist = 6.3; TAAR1 antagonist = -0.5; CHO parental Ca = -3.0; TAAR1 ag = 2.1
CCN(CC)C(=O)C1=C(C)N(CCCOC)C(=O)C(CC(=O)NCC2CCCCC2)C1 (stereo not drawn) in the list: OXTR potentiator = .; OXTR agonist = .; V1R ag counter = .; M1 ag = 0.3; CHRM1 PAM = 1.8; CHRM1 antagonist = -1.4; TAAR1 antagonist = -24.5; CHO parental Ca = .; TAAR1 ag = 6.0
